PLK1 PBD block = blocks phosphopeptide binding to human PLK1 polo-box domain; Plk1 PBD binding of FITC phosphopeptide, fluorescence polarization; Potency, µM, without a hit: max response, negative = inhibition, hits mostly inhibitors; actives 2.8% (n = 360,000); AID 720504; further: potency means the concentration at half of the fitted maximal effect; series mostly up to about 57 µM; on the % scale 0 is the no-effect control and ±100 the full control effect; nearly all actives have a fitted effect of over 65% in size
Target sequence (P53350 whole entry, looked up, the tested form may be a part): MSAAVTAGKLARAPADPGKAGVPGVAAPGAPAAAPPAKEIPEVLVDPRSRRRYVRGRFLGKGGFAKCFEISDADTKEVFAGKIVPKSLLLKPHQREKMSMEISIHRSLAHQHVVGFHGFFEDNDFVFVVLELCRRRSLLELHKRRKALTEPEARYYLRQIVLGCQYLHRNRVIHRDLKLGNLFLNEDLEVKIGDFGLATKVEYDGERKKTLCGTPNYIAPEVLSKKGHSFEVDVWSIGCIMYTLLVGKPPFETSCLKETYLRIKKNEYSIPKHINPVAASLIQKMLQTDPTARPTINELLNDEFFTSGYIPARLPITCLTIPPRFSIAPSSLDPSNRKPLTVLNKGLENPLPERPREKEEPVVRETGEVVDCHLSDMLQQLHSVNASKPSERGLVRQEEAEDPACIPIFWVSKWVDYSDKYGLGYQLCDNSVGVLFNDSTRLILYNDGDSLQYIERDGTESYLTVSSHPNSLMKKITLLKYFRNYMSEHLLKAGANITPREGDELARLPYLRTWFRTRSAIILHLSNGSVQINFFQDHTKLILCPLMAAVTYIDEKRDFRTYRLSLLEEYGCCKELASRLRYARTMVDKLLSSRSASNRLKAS
EPAC1 antag = antagonists of human EPAC1; EPAC1 GEF assay, Rap1b-BODIPY-GDP exchange fluorescence; O95398; Potency, µM (doses to about 115 µM), inactives show at the highest dose activity change, negative = inhibition, most hits filed as inhibitors; AID 720709; actives 0.14% (n = 360,000);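 further: potency means the concentration at half of the fitted maximal effect; plate controls were vehicle for no effect and positive control for full effect; nearly all actives have a fitted effect of over 50% in size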
Abeta rescue = A-beta toxicity reversal in yeast; yeast expressing A-beta42, growth rescue, OD600, 48 h; response scale: 0% DMSO, 100% iron-clioquinol control; Potency, µM (doses to about 46.1 µM), inactives show at the highest dose growth rescue, hits mostly activators; actives 0.063% (n = 410,000); further: potency means the concentration at half of the fitted maximal effect; nearly all actives have a fitted effect of over 55% in size
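Growth rescue measured by 600 nm absorbance after 48 h yeast culture at 30 C with compound. Values normalized between DMSO and an equimolar ferric chloride plus clioquinol control.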
PI5P4K alpha inh = PI5P4K alpha (human) kinase inhibition; AID 652105; actives 1.2% (n = 330,000); PI5P4Kalpha enzyme, ADP-Glo luminescence, 60 min; stronger effect = lower value; max response, %; P48426; active means max response of -50% or lower; inconclusive means between -30% and -50%; inactive means -30% or higher; further: value at the top dose of about 77 µM; on the % scale 0 is the no-effect control and ±100 the full control effect
Target sequence (P48426 whole entry, looked up): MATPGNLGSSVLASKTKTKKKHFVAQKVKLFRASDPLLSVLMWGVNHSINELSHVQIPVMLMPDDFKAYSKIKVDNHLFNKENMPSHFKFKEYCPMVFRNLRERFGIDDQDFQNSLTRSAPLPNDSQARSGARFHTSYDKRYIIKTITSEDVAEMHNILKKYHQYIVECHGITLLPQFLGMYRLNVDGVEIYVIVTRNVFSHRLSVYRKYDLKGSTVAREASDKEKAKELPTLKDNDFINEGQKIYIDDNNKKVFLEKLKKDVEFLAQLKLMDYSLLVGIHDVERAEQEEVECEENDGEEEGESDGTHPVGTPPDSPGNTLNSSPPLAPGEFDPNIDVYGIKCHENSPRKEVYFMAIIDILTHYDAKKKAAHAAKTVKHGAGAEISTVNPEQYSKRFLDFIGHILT
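Quantitative HTS of the MLSMR library against PI5P4Kalpha with substrate. ATP added last at 5 microM final; room temperature, 60 minutes. Remaining ATP depleted, ADP converted and read as luminescence.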
WRN helicase inh = inhibitors of human WRN helicase; Q14191; WRN helicase unwinding, fluorescent forked duplex, kinetic; Potency, µM (titrated, usually from 114 µM), without a hit: at the top dose activity change, negative = inhibition, hits mostly inhibitors; actives 0.46% (n = 360,000); AID 651768; further: potency means the concentration at half of the fitted maximal effect; on the % scale 0 is the no-effect control and ±100 the full control effect; nearly all actives have a fitted effect of over 55% in size
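Fluorescence dequenching readout, ex 525 nm/em 598 nm, kinetic mode: forked duplex DNA (100 nM final) with adjacent fluorophore and quencher unwound by WRN (20 nM final) with 2 mM ATP. Compound preincubation 15 min, room temperature.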
EPAC1 ag = activates human EPAC1 exchange factor; O95398; EPAC1 agonist qHTS, biochemical assay; response scale: 100% = response to 6.5 mM cAMP; Potency, µM (doses to about 154 µM), for the others: top-dose activation, hits mostly activators; actives 0.073% (n = 360,000); further: potency means the concentration at half of the fitted maximal effect; nearly all actives have a fitted effect of over 60% in size
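Compounds were pinned as a concentration titration into mixtures of EPAC1 (100 nM), BODIPY-GDP-loaded Rap1B (250 nM) and GDP (50 uM). After 5 min at room temperature, fluorescence was followed for 30 min; activity was scaled to 6.5 mM cAMP.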
FUS suppressor = rescues growth of FUS-expressing yeast. AID 1347120. actives 0.24% (n = 390,000). S. cerevisiae FUS-expressing, growth rescue, OD600, 24 h. Potency, µM (top dose mostly 76.6 µM), for the others: at the top dose growth rescue (activation), most hits filed as activators;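 further: potency means the concentration at half of the fitted maximal effect; plate controls were DMSO vehicle for no effect and reference control for full effect; nearly all actives have a fitted effect of over 55% in size; some results filed as inactive show a strong effect at the top dose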
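S. cerevisiae expressing FUS from galactose induction served as the toxicity model. Growth after 24hr at 30C, read as absorbance at 600 nm, indicates suppression of toxicity; compounds dosed at several concentrations.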
IL2 activator = IL-2 activation | IL-2 activation reporter assay, cell-based qHTS; stimulated with anti-CD3/CD4/CD28 beads; in transgenic mouse T cells | activation, % (series mostly up to about 46 µM) | actives 0.065% (n = 360,000) | AID 652025; in the data active means activation above about 50%; inconclusive means mostly about 30% to 49%; further: 0% is about no effect
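Readout is EGFP and DsRed signal by fluorescent plate cytometry after 18 h at 37 degrees C. Transgenic mouse T cells (750/well) received compound for 60 min before bead stimulation (anti-CD3, anti-CD4, anti-CD28); memory T cells served as non-tolerant control.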
Numbers without * were called inactive; u = inconclusive; x = not tested or not shown; & = joins results of further samples; [ ] = remark or other dose. Unless noted, the call rests on the fitted dose curve; in most records, active means well fitted curve in the direction sought with a large enough effect; inconclusive means small, poorly fitted or top-dose-only effect, or another doubt; inactive means no such curve, though single readings can be large; an effect the other way counts as inactive or inconclusive.

SMILES	PLK1 PBD block	EPAC1 antag	Abeta rescue	PI5P4K alpha inh	WRN helicase inh	EPAC1 ag	FUS suppressor	IL2 activator
O=C(O[C@@H]1[C@H](Cc2ccccc2)NS(=O)(=O)[C@H]2C[C@@H]3C=C[C@]12O3)c1ccccc1Br	-6%	-11%	9%	7	-7%	9%	u	-0.5
N#Cc1cc(-c2ccccc2)cnc1Sc1ccccc1	-4%	5%	7%	x	5%	12%	23%	-2.6
Cc1ccc(S(=O)(=O)N2CCCC(C(=O)NCCC3=CCCCC3)C2)cc1 (stereo not drawn)	-2%	7%	-3%	x	8%	-5%	5%	-4.1
CCN(CC)S(=O)(=O)c1ccc(C(=O)Nc2nnc(C(C)C)s2)cc1	-17%	-8%	9%	0	1%	12%	-12%	-2.1
Cc1[nH][nH]c(=O)c1C(c1cc(Br)ccc1O)c1c(C)[nH][nH]c1=O	24µM*	-3%	-33%[inhibitor]	-13	-12%	0%	-6%	0.6
COc1cc(S(=O)(=O)N2CCN=C2c2ccccc2)ccc1F	-5%	0%	3%	x	-4%	1%	11%	-3.4
O=C1NC(=O)C(=C2CCCCCC2)S1	-25%	-23%	1%	-16	0%	-17%	17%	-0.2
CCN(Cc1ccccc1)Cc1ccc(OCc2ccccc2)c(OC)c1	-20%	-16%	-4%	1	-7%	-9%	-16%	-2.4
O=C(NC(=S)Nc1ccccn1)c1ccc(-c2ccccc2)cc1	-7%	u	26%	1	-7%	-21%	23%	-4.1
O=C(CSc1nnc(-c2ccncc2)n1-c1ccccc1)Nc1ccc(C(=O)O)cc1	-17%	8%	-1%	u	0%	8%	30%	0.2
Cc1nnc(C)n1/N=C/c1cc(Br)cc(Br)c1O	-24%	-1%	-54%[inhibitor]	-50*	u	1%	1%	-2.1
O=C(Cn1nc(Cl)nc1Cl)c1ccc2c(c1)OCCO2	12µM*	-5%	-4%	2	-7%	2%	u	0.0
COc1ccccc1C=NN=C(N)C(N)=NN=Cc1ccccc1OC	7%	-19%	-6%	9	-5%	-16%	x	-4.0
C=C1CCN([C@@H](Cc2ccccc2)C(=O)O)S(=O)(=O)c2ccccc21	-12%	1%	8%	4	-9%	0%	-7%	1.4
CCC(C)(C)C1CCC2(CC1)NC(=O)N(CC(=O)NCCCc1ccccc1)C2=O (stereo not drawn)	3%	-15%	5%	7	2%	-19%	-39%	-0.7
CCOc1ccccc1/C=N/NC(=O)CNC(=O)c1ccc(S(=O)(=O)N2CCOCC2)cc1	-9%	3%	-10%	-4	7%	9%	24%	-0.7
COc1cccc(NC(=O)Nc2cccnc2)c1	0%	15%	-17%	8	-3%	1%	-34%	0.7
COc1cc(CN2CCC(n3nccc3NC(=O)c3ccccc3OC)CC2)ccc1F	0%	14%	9%	7	-1%	0%	13%	-4.4
COc1cc(SC)ccc1C(=O)N1CCCc2ccccc21	2%	4%	-8%	0	3%	-4%	9%	-0.6
CCCn1nc(Oc2nc(SC)nc(N(C)C)n2)ccc1=O	-6%	2%	0%	3	-23%[57.1 µM]	-9%	-8%	-0.8
O=S(=O)(NC1CCCCC1N1CCN(c2cccc(Cl)c2)CC1)c1ccccc1 (stereo not drawn)	-23%	-20%	-3%	9	-16%	9%	-3%	-3.8
COc1ccc(C(NC(C)=O)c2nccc3cc(OC)c(OC)cc23)cc1OC (stereo not drawn)	6%	22%	-11%	-2	17%	-3%	-17%	2.4
NC(=O)[C@@H]1CC2(CC(c3cccc(NC(=O)COc4ccc(Cl)cc4)c3)=NO2)CN1C(=O)COc1ccc(Cl)cc1 (stereo partly drawn)	-2%	-19%	-15%	-7	-7%	1%	18µM*	-0.8
C[n+]1ccccc1/C=C/c1ccc(C#N)cc1	u	-3%	0%	-15	1%	8%	-7%	-1.8
CCc1ccccc1N1C(=O)c2cccc3c(N4CCOCC4)c([N+](=O)[O-])cc(c23)C1=O	-6%	-1%	-5%	x	5%	7%	41%	-4.3

PI5P4K alpha inh, hit marks shown above
SMILES | PLK1 PBD block | EPAC1 antag | PI5P4K alpha inh | WRN helicase inh | EPAC1 ag
Cc1nnc(C)n1/N=C/c1cc(Br)cc(Br)c1O | -24% | -1% | -50* | u | 1%

3 compounds out of the list above, ordered by the number in PI5P4K alpha inh, falling:
mol,PI5P4K alpha inh
COc1ccccc1C=NN=C(N)C(N)=NN=Cc1ccccc1OC,9
O=C(Cn1nc(Cl)nc1Cl)c1ccc2c(c1)OCCO2,2
O=C1NC(=O)C(=C2CCCCCC2)S1,-16

The listing picks up, repeating the 2 entries before the break.
SMILES	PLK1 PBD block	EPAC1 antag	Abeta rescue	PI5P4K alpha inh	WRN helicase inh	EPAC1 ag	FUS suppressor	IL2 activator
C[n+]1ccccc1/C=C/c1ccc(C#N)cc1	u	-3%	0%	-15	1%	8%	-7%	-1.8
CCc1ccccc1N1C(=O)c2cccc3c(N4CCOCC4)c([N+](=O)[O-])cc(c23)C1=O	-6%	-1%	-5%	x	5%	7%	41%	-4.3
N#CC1=C(N)Oc2n[nH]c(-c3ccc(F)cc3)c2C1c1ccncc1 (stereo not drawn)	-8%	-12%	-12%	-8	-14%	6%	8%	0.3
COc1ccccc1CNC(=O)c1ccc(SC)cc1OC	0%	4%	-30%	x	5%	5%	37%	-3.5
Cc1ccc(S(=O)(=O)N2CC3(C)CN(S(=O)(=O)c4ccc(C)cc4)CC(C)(C2)C3O)cc1 (stereo not drawn)	2%&1%	12%	-6%	-3	12%	-4%	0%	-1.5
COCCNC(=O)C(c1ccco1)N(C(=O)Cn1nnc2ccccc21)c1ccc(C)cc1C (stereo not drawn)	-7%	-5%	-6%	2	-6%	5%	17%	0.6
COCCn1c(SCC(=O)NCC2CCCO2)nc2c([nH]c3ccccc32)c1=O (stereo not drawn)	-1%	9%	-4%	-4	1%	-7%	14%	-1.0
O=C(CSc1ccsc1[N+](=O)[O-])N1CCCCCC1	-25%	-2%	-13%	-14	-1%	5%	2%	-3.7
O=C(COC(=O)COc1ccc(Br)cc1)NCC1CCCO1 (stereo not drawn)	-2%	-13%	-4%	-3	-25%	5%	-14%	-0.1
CCC(=O)Nc1ccc(C(=O)COC(=O)CCN2C(=O)C3CC=CCC3C2=O)cc1 (stereo not drawn)	-15%	-18%	6%	-11	-4%	8%	48%	-3.1
Cc1cccn2c(=O)c3cc(C(=O)NCc4ccco4)c(=N)n(CCc4ccccc4)c3nc12	-6%	4%	4%	-10	-14%	7%	21%	2.7
CCSc1oc(-c2ccccc2)nc1S(=O)(=O)c1ccccc1	-11%	1%	-10%	x	-8%	13%	19%	-1.2
O=[N+]([O-])c1cc(S(=O)(=O)N2CCCC2)ccc1NN=C1CCCCC1	-5%	-18%	-14%	1	-5%	-1%	x	-0.5
CC(=O)Nc1ccc(NC(=O)CCC(=O)OCC(=O)c2cccc([N+](=O)[O-])c2)cc1	8%	-6%	8%	-2	-13%	6%	-12%	1.0
Cc1c(N(C)S(=O)(=O)c2ccc(Cl)c(C(=O)NCC3CCCO3)c2)c(=O)n(-c2ccccc2)n1C (stereo not drawn)	-2%	4%	-9%	-2	3%	-6%	-1%	-0.9
O=C(CCN1CCOCC1)N1CCCC(Nc2cccc(F)c2)C1 (stereo not drawn)	0%	-7%	19%	0	-6%	-10%	10%	-2.5
CC1(C)CC[C@]2(C(=O)O)[C@H](O)C[C@]3(C)C(=CCC4[C@@]5(C)C[C@H](O)[C@H](O)[C@@](C)(CO)C5CC[C@]43C)[C@@H]2C1 (stereo partly drawn)	-8%	-12%	-12%	-11	6%	-4%	u	-0.4
CC1CCCCC1NC(=O)c1cc2ccccc2o1 (stereo not drawn)	30µM*	3%	-4%	-22	-32%	0%	x	1.2
CC(=O)Oc1ccc(NC(=O)CSc2ccccc2)cc1	-9%	3%	2%	x	0%	9%	21%	-0.7
COc1cccc(N2CCN(S(=O)(=O)c3ccc(-n4cnnn4)cc3)CC2)c1	-8%	-3%	-21%&-6%	-8	0%	-2%	-32%&13%	-1.0
COc1cc(CN2CCN(CCCc3ccccc3)C(CCO)C2)cc(OC)c1O (stereo not drawn)	-25%	12%	9%	3	2%	16%	31%	-0.6
O=C(CCCCCN1C(=O)C2C3C=CC(C3)C2C1=O)Nc1nccs1 (stereo not drawn)	2%	-8%	-13%	-8	-3%	-5%	8%	-2.9
COC(=O)CCC(=O)Nc1ccc(NC(=O)CCC(=O)OC)cc1	-2%	-6%	-10%	1	-15%	-3%	37%	1.1
CCOC(=O)c1cccc(NC(=O)c2ccc(F)cc2F)c1	-13%	-10%	-8%	-5	-3%	4%	2%	-0.4
CCN(Cc1ccccc1)C(=O)COC(=O)c1cc(S(=O)(=O)Nc2c(C)n(C)n(-c3ccccc3)c2=O)ccc1C	-2%	5%	2%	3	-6%	6%	29%	-1.1
CC1(C)CC(=O)C(=Cc2cn(CCC#N)nc2-c2ccc(F)cc2)C(=O)C1	3.4µM*	-16%	0%	-27	-2%	-1%	-9%	-0.5
O=C(Nc1ccccc1C(=O)N1CCOCC1)c1ccc(Br)cc1	5%	0%	3%	-5	-18%	11%	x	0.7

Following part.
SMILES	PLK1 PBD block	EPAC1 antag	Abeta rescue	PI5P4K alpha inh	WRN helicase inh	EPAC1 ag	FUS suppressor	IL2 activator
CC1=C(C#N)C(=O)OC(C)(C)C1	-21%	11%	5%	4	1%	4%	12%	-0.5
O=C(Oc1ccc2ccccc2c1Br)N1CCCCCC1	-7%	-1%	-19%	18	-11%	0%	42%	-4.1
CCOC(=O)C=C(OC(=O)c1ccc(OC)cc1)c1ccccc1	-2%	-22%	31%	20	-13%	17%	14%	-1.0
Cc1cccc(CC(=O)Nc2cccnc2)c1	-16%	-34%	-8%	0	3%	3%	-2%	1.7
CC(=O)c1cccc(NC(=O)NC2CC(=O)N(c3ccc4c(c3)OCCO4)C2)c1 (stereo not drawn)	-4%	6%	-1%	5	4%	-1%	30%	-0.1
Cc1cccnc1C(NC(=O)C1CCN(CCOc2ccc(Cl)cc2Cl)CC1)c1ccc(Cl)cc1 (stereo not drawn)	4%	2%	-76%[inhibitor]	10	-1%	-6%	5%	-0.6
O=C(/C=C/c1ccco1)N1CCN(c2ccc(F)cc2)CC1	-1%	13%	-1%	-3	3%	6%	3%	0.0
CCC(C)N(C)Cc1cccc(C2(O)CCN(S(=O)(=O)c3ccc(F)cc3)CC2)c1 (stereo not drawn)	-1%	1%	22%	x	-3%	-5%	11%	-0.2
Fc1ccccc1/C=N/Nc1nc(N2CCCCC2)nc(N2CCCCC2)n1	4%	6%	-6%	-3	8%	5%	-42%	0.7
O=C(NCc1cccnc1)c1ccc(-c2ccc(Cl)cc2)o1	-1%	1%	-31%	-1	8%	-13%	-27%	0.5
